Screening data (PubChem BioAssay)
BLM inh: qHTS Assay for Inhibitors of Bloom's syndrome helicase (BLM); RecQ-like DNA helicase BLM (Homo sapiens), P54132; recombinant BLM DNA unwinding, fluorescence dequenching; Potency, µM (doses to about 56.1 µM), inactives show at the top dose activity change, negative = inhibition, hits mostly inhibitors; 0.2% of 350,000 active;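 further: potency means the concentration at half of the fitted maximal effect; plate controls were vehicle for no effect and no enzyme for full effect; nearly all actives have a fitted effect of over 35% in size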
12-LOX inh: Primary qHTS assay for inhibitors of human arachidonate 12S-lipoxygenase (ALOX12): Round 2; purified 12hLO, xylenol orange hydroperoxide absorbance; 1.1% of 580,000 active; Potency, µM (top dose mostly 108 µM), inactives show at the highest dose activity change, negative = inhibition, usual class: inhibitors; further: potency means the concentration at half of the fitted maximal effect; on the % scale 0 is the no-effect control and ±100 the full control effect
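Purified human 12hLO at 150 nM in 25 mM Hepes, 0.01% Triton X-100, pH 7.0, preincubated 15 min at room temperature with compound. Reaction started with 40 uM arachidonic acid, 30 min at room temperature. Hydroperoxide measured by Fe-xylenol orange, 573/405 nm absorbance ratio.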
ERG Ets-DNA blk: qHTS for Small Molecule Inhibitors of the ERG Ets/DNA interaction; AID 624246, 2012; 0.028% of 370,000 active; Potency, µM (doses to about 76.9 µM), for the others: top-dose FP activity, negative = inhibition, actives largely listed as inhibitors; fluorescence polarization, His-ERG Ets domain / labelled DNA; active means well fitted inhibition curve with a large enough effect in the polarisation, with a control signal flat; inconclusive means small, poorly fitted or top-dose-only effect, or effect the other way, or a change in a side signal; inactive means no such curve, though single readings can be large or run the other way; the % refers to the polarisation;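 further: polarization taken with two DNA probes labelled with fluorescein and Texas red; potency means the concentration at half of the fitted maximal effect; % of control where 0% means no effect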
Target sequence (P11308 whole entry, looked up, the tested form may be a part): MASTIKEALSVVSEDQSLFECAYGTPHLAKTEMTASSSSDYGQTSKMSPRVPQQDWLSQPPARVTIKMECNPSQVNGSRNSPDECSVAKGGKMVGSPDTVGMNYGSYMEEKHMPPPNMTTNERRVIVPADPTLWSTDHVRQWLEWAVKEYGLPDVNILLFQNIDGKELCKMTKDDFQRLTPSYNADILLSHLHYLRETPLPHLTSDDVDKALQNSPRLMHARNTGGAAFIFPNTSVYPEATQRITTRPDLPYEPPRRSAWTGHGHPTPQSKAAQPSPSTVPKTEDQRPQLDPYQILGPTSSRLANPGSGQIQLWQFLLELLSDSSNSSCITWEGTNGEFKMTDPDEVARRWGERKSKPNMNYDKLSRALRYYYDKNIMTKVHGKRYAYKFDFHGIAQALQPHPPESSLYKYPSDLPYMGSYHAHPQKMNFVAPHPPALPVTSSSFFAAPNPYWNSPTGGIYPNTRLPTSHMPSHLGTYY
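His-tagged ERG Ets domain (1 uM in the protein solution; 300mM KCl, 50mM Tris-HCl, 1mM EDTA, 1mM DTT, pH 7.5) received compound, then a probe mix of 5 nM fluorescein-DNA and 100nM Texas-615-DNA. Fluorescence polarization was read for both dyes.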
Apoferritin bind: qHTS Assay for Identification of Novel General Anesthetics; Ferritin light chain (Equus caballus), P02791; apoferritin/1-aminoanthracene competitive binding, fluorescence; Potency, µM (series often up to 77.5 µM), for inactives: at the highest dose activity change, negative = displacement, most hits filed as inhibitors; 0.074% of 350,000 active; AID 485281, 2010; further: potency means the concentration at half of the fitted maximal effect; on the % scale 0 is the no-effect control and ±100 the full control effect; nearly all actives have a fitted effect of over 20% in size
Target sequence (P02791 2-175 limits assumed): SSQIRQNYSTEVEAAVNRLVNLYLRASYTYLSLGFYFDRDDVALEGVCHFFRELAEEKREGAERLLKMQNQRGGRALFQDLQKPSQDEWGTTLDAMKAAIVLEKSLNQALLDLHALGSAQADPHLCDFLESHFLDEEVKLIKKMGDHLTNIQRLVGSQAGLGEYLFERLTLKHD
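In PBS, apoferritin at 10 uM is loaded with 1-AMA from a 50% saturated solution. After 10 min of compound exposure at ambient temperature, reduced 535 nm fluorescence indicates probe displacement.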
APEX1 inh: qHTS Assay for Inhibitors of the Human Apurinic/apyrimidinic Endonuclease 1 (APE1) | AID 2517, 2012 | DNA repair nuclease/redox regulator APEX1 (Homo sapiens), P27695 | recombinant APE1, TAMRA/BHQ-2 abasic DNA cleavage fluorescence | 0.35% of 350,000 active | Potency, µM (highest dose often 65.8 µM), without a hit: at the highest dose activity change, negative = inhibition, hits mostly inhibitors;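 further: potency means the concentration at half of the fitted maximal effect; plate controls were vehicle for no effect and reference inhibitor for full effect; nearly all actives have a fitted effect of over 55% in size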
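Measures dequenching upon AP-site incision of a 5'-TAMRA/3'-BHQ-2 THF-containing duplex, 50 nM; human APE1 0.75 nM after 15 min room-temperature exposure to compound; kinetic three-point read at one-minute spacing.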
Pol beta inh: qHTS Assay for Inhibitors of DNA Polymerase Beta | P06746 | Potency, µM (series often up to 114 µM), for inactives: at the top dose activity change, negative = inhibition, hits mostly inhibitors | 1.3% of 340,000 active | AID 485314, 2010 | Pol beta primer extension/strand displacement, fluorescence kinetic; further: potency means the concentration at half of the fitted maximal effect; on the % scale 0 is the no-effect control and ±100 the full control effect
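Pol beta (10 nM) and compounds were preincubated 15 min at room temperature, then 50 nM substrate (final) started primer extension/strand displacement. Reads were taken at 0 and 10 min; concentration-response data were fitted to a four-parameter Hill equation.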
POLI inh: qHTS for Inhibitors of Polymerase Iota. Pol iota fluorescent replication assay, 10 min. Potency, µM (doses to about 115 µM), for the others: top-dose activity, negative = inhibition, usual class: inhibitors. 1% of 390,000 active; further: potency means the concentration at half of the fitted maximal effect
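Pol iota at 10 nM preincubated 15 min with compounds at room temperature; reaction started with fluorescent substrate, 50 nM final. Fluorescence read kinetically at 0 and 10 min; buffer-only wells as negative control.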
TRHR agonist: qHTS for Small Molecule Agonists and Allosteric Enhancers of Human TRH Receptor: Primary Screen for Agonists. 0.18% of 360,000 active. activation, % at 2 µM. Thyrotropin-releasing hormone receptor (Homo sapiens), P34981. TRHR cells, calcium flux fluo-8, FDSS agonist mode; in the data active means activation above about 30%; further: 0% is about no effect
Target sequence (P34981 whole entry, looked up): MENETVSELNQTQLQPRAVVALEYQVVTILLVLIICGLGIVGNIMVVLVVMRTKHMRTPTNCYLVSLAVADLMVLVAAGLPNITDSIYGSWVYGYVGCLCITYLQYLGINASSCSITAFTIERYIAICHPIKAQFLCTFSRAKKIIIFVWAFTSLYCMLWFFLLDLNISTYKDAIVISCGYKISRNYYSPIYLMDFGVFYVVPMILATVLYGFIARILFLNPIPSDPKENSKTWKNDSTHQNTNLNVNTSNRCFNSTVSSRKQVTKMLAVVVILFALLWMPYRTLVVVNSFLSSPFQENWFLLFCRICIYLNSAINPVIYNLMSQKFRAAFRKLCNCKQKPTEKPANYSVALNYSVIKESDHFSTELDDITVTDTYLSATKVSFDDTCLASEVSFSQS
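TRHR-expressing cells loaded with fluo-8 calcium dye; 23 nL library compound pin-transferred, kinetic FDSS fluorescence (Ex 480/Em 530) recorded about 180 s for agonist-induced calcium release, before a 10 nM TRH EC20 addition for potentiator mode.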
POLK inh: qHTS for Inhibitors of Polymerase Kappa; purified Pol kappa, fluorescent DNA synthesis assay, 10 min; 0.53% of 400,000 active; AID 588579, 2011; DNA polymerase kappa (Homo sapiens), Q9UBT6; Potency, µM (series often up to 107 µM), for the others: at the highest dose activity, negative = inhibition, hits mostly inhibitors; further: potency means the concentration at half of the fitted maximal effect; on the % scale 0 is the no-effect control and ±100 the full control effect
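First, compounds were pin-transferred onto 10 nM Pol kappa. After 15 min at room temperature, substrate was added to 50 nM final. Fluorescence was then measured kinetically at 0 and 10 min.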
Numbers without * were called inactive; ? = inconclusive; nt = no result given; & = joins results of further samples; [ ] = another dose, or the depositor's remark. Unless noted, the call rests on the fitted dose curve; in most records, active means well fitted curve in the direction sought with a large enough effect; inconclusive means small, poorly fitted or top-dose-only effect, or another doubt; inactive means no such curve, though single readings can be large; an effect the other way counts as inactive or inconclusive. A portion of the library; count on the stated rates, not on these rows.

12-LOX inh	ERG Ets-DNA blk	APEX1 inh	POLK inh	Pol beta inh	Apoferritin bind	POLI inh	BLM inh	TRHR agonist	Compound
-4%	4%	3%	8%	21%	-11%	35%[activator]	0%	-0.2	Cc1nc2ccccc2nc1CN1CCC(CO)(CC2CCCCO2)CC1 (stereo not drawn)
4%	6%	9%	-3%	nt	nt	10%	nt	0.3	Cc1ccccc1NC(=O)COC(=O)C1CC2CCCC(C1)C2=O (stereo not drawn)
3%	1%	nt	-23%	0%	67%[activator]	-18%	-8%	1.3	Cc1cc(C)c(S(=O)(=O)N2CCN(Cc3ccc4c(c3)OCO4)CC2)cc1C
nt	nt	2%[12.4 µM]	nt	22%[22.9 µM]	?	nt	-8%[12.4 µM]	0.5	O=C1OC2(CCCCC2)CC2=C1C1O[C@](CCCCN3C(=O)c4ccccc4C3=O)(Cc3ccccc31)O2
-28%	-1%	-5%	-5%	-21%	?	?	-7%	-0.1	Cc1cc2ccccn2c1C(=O)c1cccc([N+](=O)[O-])c1
-21%	1%	-8%	2%	34%	-5%	95%[activator]	-2%	-1.2	Cc1cc2c(NC3CCCCC3)ncnc2s1
-6%	-2%	-13%	-11%	nt	nt	?	nt	0.0	O=C1C=C(c2ccc(Cl)c(C(F)(F)F)c2)C[C@@H](c2ccc3c(c2)OCO3)C1
-16%	-3%	7%	-2%	35%	-2%	9%	-1%	-0.6	C=CCC1C=CCC(CC=C)N1C(=O)c1ccccc1[N+](=O)[O-] (stereo not drawn)
26%	-4%	2%	-9%	4%	-5%	119%[activator]	-3%	0.4	COc1ccc(NS(=O)(=O)c2ccc(N3CCCC3=O)cc2)cn1
5%	2%	?	12%	-2%	-8%	20%	2%	0.3	CC1(C)C(CO)=CC(=O)C2=C1SCC(=O)N2
10%	-1%	-3%	-13%	?	-2%	98%[activator]	3%	-0.3	Cc1ccc(OCC(=O)Nc2ccc(N3CCOCC3)cc2)c([N+](=O)[O-])n1
-39%	0%	12%	-10%	19%	-4%	50%[activator]	-2%	0.4	CCOc1ccc(S(=O)(=O)NCc2cccnc2)cc1
151%[activator]	4%	18%	-4%	1%	-8%	2%	1%	0.9	Cc1c(NC(=O)C(C)Oc2ncnc3ccccc23)c(=O)n(-c2ccccc2)n1C (stereo not drawn)
21%	nt	16%	-3%	23%	-5%	19%	-1%	-0.1	CC(C)N(Cc1nc(-c2ccccc2)no1)C(=O)CCCN1C(=O)c2ccccc2C1=O
?	8%	-6%	8%	29%	-3%	17%	-8%	0.5	COc1ccc([C@@H]2C[C@@H](c3ccccc3)Oc3cc(C)cc(C)c32)cc1
?	11%	10%	2%	62%	-5%	16%	1%	-0.2	CCCCOCC(O)CCc1n[nH]c(=S)n1-c1ccccc1 (stereo not drawn)
-6%	-2%	-3%	-8%	-22%	-3%	?	4%	-0.2	Cc1csc2ncc(C(=O)NCc3ccccc3Cl)c(=O)n12
-22%	-6%	7%	0%	-10%	41%[activator]	?	-12%	-1.8	Cc1cccc2c1-c1sc(C(=O)N3CCc4ccccc4C3)cc1CO2
-10%	-8%	-4%	-20%	nt	nt	-7%	nt	0.4	CCc1ccc(CN(C)C(C)C(=O)Nc2ccc(S(=O)(=O)N3CCCC3)cc2)cc1 (stereo not drawn)
0%	2%	-4%	-6%	3%	-18%	41%[activator]	-7%	-0.7	C=CCn1c(COc2ccc(Cl)cc2)nnc1SCC(=O)N1CC(=O)Nc2ccccc21
0%	-4%	1%	5%	7%	-5%	-4%[58.9 µM]	0%	-0.3	Cc1ccc2nc(SC(C)C(=O)N3CCCC3)[nH]c2c1 (stereo not drawn)
8%	1%	1%	0%	?	-12%	-23%	-2%	0.2	Cc1ccc(-c2nnn(CC(=O)N(c3ccccc3)C(C(=O)NC3CCCC3)c3ccco3)n2)o1 (stereo not drawn)
-10%	7%	-4%	-12%	-25%	-7%	-10%	-3%	0.1	COc1cccc(-n2nnc3c(=O)n(CC(=O)Nc4ccc(C)cc4)cnc32)c1
-20%	-1%	nt	-17%	7%	151%[activator]	15%	-8%	1.3	CCc1nn(-c2ccccc2)c2nc(-c3ccccc3OC)c3cc(OC)c(OC)cc3c12
21%	-12%	-5%	-16%	0%	7%	13%	-2%	-0.4	O=C(CCC(=O)OCC(F)(F)C(F)F)Nc1ccc(F)cc1F
12%	8%	10%	5%	11%	-8%	39%[activator]	-2%	0.0	CCc1ccc(NC(=O)NNC(=O)CCc2ccccc2)cc1
14%	6%	9%	7%	20%	-6%	101%[activator]	-3%	0.2	COC(=O)c1ccc(NC(=S)NCCCN2CCCC2=O)cc1
-20%	4%	-2%	-6%	3%	-8%	11%	1%	0.7	Cc1ccc(C)c(NC(=S)Nc2ccc(S(=O)(=O)Nc3ncccn3)cc2)c1
10%	-2%	23%	5%	32%	-14%	31%[activator]	-6%	-1.6	COc1ccc(-c2noc(C3CCCN(C(=O)c4ccccc4OC)C3)n2)cc1 (stereo not drawn)
3%	-2%	nt	-7%[60.1 µM]	-3%	-3%	2%	-4%	0.0	COc1ccccc1NC(=O)Cn1c(SCC(=O)Nc2ccc(F)cc2)nc2ccccc21

The final 2 records of the section before lead into the next:
12-LOX inh	ERG Ets-DNA blk	APEX1 inh	POLK inh	Pol beta inh	Apoferritin bind	POLI inh	BLM inh	TRHR agonist	Compound
10%	-2%	23%	5%	32%	-14%	31%[activator]	-6%	-1.6	COc1ccc(-c2noc(C3CCCN(C(=O)c4ccccc4OC)C3)n2)cc1 (stereo not drawn)
3%	-2%	nt	-7%[60.1 µM]	-3%	-3%	2%	-4%	0.0	COc1ccccc1NC(=O)Cn1c(SCC(=O)Nc2ccc(F)cc2)nc2ccccc21
-1%	10%	-4%	-28%	29%	-10%	?	-3%	-0.6	COC(=O)c1cc(CSc2ncnc3sccc23)oc1C
-23%	0%	nt	1%[60.1 µM]	29%	-3%	-2%	-7%	0.2	O=C(CSc1nc2c([nH]c3ccccc32)c(=O)n1-c1ccc(F)cc1)N1CCCCCC1
-27%	-3%	-1%	-2%	22%	-4%	29%	0%	-0.9	CC(=O)C1=C(C)Nc2ncnn2C1c1ccc(Cl)cc1 (stereo not drawn)
1%	0%	3%	-11%	20%	-5%	29%	2%	-0.3	CCOC(=O)CNC(=O)Cn1c(C)cc2ccccc2c1=O
-10%	7%	-2%	-4%	-8%	?	14%	-9%	1.4	c1ccc(-c2csc(N3CCSCC3)n2)cc1
-3%	1%	3%	-8%	8%	-8%	?	-1%	0.1	CN(C(=O)c1ccno1)c1nnc(-c2ccccn2)s1
-21%	nt	-11%	-24%	nt	nt	?	nt	-0.3	O=S(=O)(c1ccc2c(c1)OCCO2)N1CCN(S(=O)(=O)c2ccco2)CC1
-1%	0%	nt	-7%[60.1 µM]	1%	-13%	21%	-1%	-0.2	O=C(NCc1ccccc1)C(=O)NCC(c1ccco1)S(=O)(=O)c1cccs1 (stereo not drawn)
3%	-6%	3%	-15%	0%	-18%	-5%	-3%	-1.0	CC(=O)N[C@@H](Cc1c[nH]c2ccccc12)C(=O)OCC(=O)Nc1ccc(Cl)c(S(=O)(=O)N(C)C)c1
0%	4%	-1%	-4%	-16%	-3%	86%[activator]	-11%	2.0	Nc1ccc2c(c1)Oc1ccccc1C=C2
-23%&-14%	-1%	17%	-10%	21%	2%	-1%	-5%	-0.6	CCOc1cccc2cc(C(=O)N3CCc4ccccc43)c(=O)oc12
50µM*	3%	4%	-20%	32%	129%[activator]	?	-9%	0.2	Cc1cc(C)c2c(N)c(C(=O)NN3CC(=O)N(c4ccccc4)CC3=O)sc2n1
-3%	12%	16%	2%	5%	?	16%	-2%	-0.2	CCOc1ccc(C(C(=O)NC2CCCCC2)N(CCOC)C(=O)c2snc(C(N)=O)c2N)cc1 (stereo not drawn)
-11%	nt	-2%	-7%	4%	0%	20%	2%	0.3	Cc1ccc2[nH]c(C(=O)O)c(NC(=O)c3ccccc3[N+](=O)[O-])c2c1
-6%	23%	21%	7%	17%	-21%	4%	-4%	-0.5	COc1cc(C(=O)Nc2cccc(NC(=O)c3ccccc3)c2)cc(OC)c1OC
101%[activator]	10%	14%	5%	-1%	-18%	22%	4%	0.6	O=C(Nc1cccc(-c2cccc(Cl)c2)c1)C1CCN(CC2CCOC2)CC1 (stereo not drawn)
0%	2%	-4%	-3%	23%	-7%	-16%	4%	-1.8	COCCCN1C(=O)C(=O)/C(=C(/O)c2ccc(OCC(C)C)cc2)C1c1cccnc1 (stereo not drawn)
-16%	4%	12%	-12%	10%	0%	24%	-1%	-0.9	CCOC(=O)C1CCN(CC(=O)Nc2ccc(OC)c(Cl)c2)CC1
